MgcRacGAP inhibition = MgcRacGAP GTPase-activating activity inhibitors, confirmation, biochemical, ADP Hunter fluorescence. MgcRacGAP-stimulated Rac1 GTP hydrolysis, ADP Hunter fluorescence; higher % means a stronger effect; GST-tagged Rac1 F28L mutant substrate. inhibition, % at 30 µM; hits with a dose series show IC50 in µM. 340,000 compounds, 0.6% hits. AID 624330;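 active means first-screen hits whose inhibition reached a set limit at any dose in the follow-up dose series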;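 further: fluorescence reports GDP produced by GAP-driven GTP hydrolysis; strong numbers were not always called active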
Dengue-2 NS5 capping = Dengue-2 NS5 methyltransferase inhibitors, primary screen, biochemical, confirmation dose response (AID 588689). Dengue-2 NS5 methyltransferase capping enzyme assay, biochemical; higher % means a stronger effect. inhibition, % at 25 µM; hits with a dose series show IC50 in µM. 340,000 compounds, 0.3% hits; in the data active means a potency from the dose series
UTI89 phage lysis = protection from phage-mediated lysis, alamar blue read-out – E. coli UTI89, K1F phage, bacterial capsule biogenesis inhibitors (AID 488966). inhibition, % at 100 µM, or IC50 in µM where a hit was titrated. 340,000 compounds, 0.02% hits. E. coli UTI89 K1F phage lysis, alamar blue, 2 h; higher % means a stronger effect;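 active means phage lysis inhibition, versus mean bacterial control, above a set limit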;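 further: capsule biogenesis inhibitors block K1F phage lysis so surviving cells raise fluorescence; higher fluorescence means more inhibition of phage lysis; actives were called in the ten point dose series up to 300 µM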
Dengue-2 NS5 capping pilot replicate = second read-out of Dengue-2 NS5 capping, no call of its own (marks repeat the call); inhibition, %; measured here: pilot screen replicate inhibition
An asterisk follows results filed as active; i = inactive; [ ] = dose if it differs, or a comment. A portion of the library. The share of hits here may be higher or lower than overall.

Start of the data: the first three records, ahead of the listing:
SMILES	MgcRacGAP inhibition	Dengue-2 NS5 capping	UTI89 phage lysis	others
Cc1ccccc1-c1cc(C(=O)NCc2cccc(Br)c2)n(CC2CC(c3cccnc3)=NO2)n1 (stereo not given)	5.6%	0.8%	1.0%
CCOc1ncnc2c1sc1nc3c(cc12)COC(C)(C)C3	7.0%	-2.3%	-1.6%
CCCn1c(=NC(=O)c2ccncc2)c(C#N)cc2c(=O)n3cccc(C)c3nc21	11.2%	4.0%	0.2%

Results, repeating the preview:
SMILES	MgcRacGAP inhibition	Dengue-2 NS5 capping	UTI89 phage lysis	others
Cc1ccccc1-c1cc(C(=O)NCc2cccc(Br)c2)n(CC2CC(c3cccnc3)=NO2)n1 (stereo not given)	5.6%	0.8%	1.0%
CCOc1ncnc2c1sc1nc3c(cc12)COC(C)(C)C3	7.0%	-2.3%	-1.6%
CCCn1c(=NC(=O)c2ccncc2)c(C#N)cc2c(=O)n3cccc(C)c3nc21	11.2%	4.0%	0.2%
CCOC(=O)c1ccoc1CN1CCN(S(=O)(=O)c2ccc(C)c(C)c2)CC1	10.6%	-1.6%	-1.1%
C[C@H](NC(=O)c1ccco1)C(=O)NC1CCCCCC1	-0.1%	-16.0%	0.6%[50 µM]
CCc1nc(N)nc(N)c1-c1ccc(Cl)c([N+](=O)[O-])c1	4.8%	2.3%	-0.1%
CCN(CC(=O)Nc1ccc2c(c1)OCCO2)CC(=O)Nc1ccc(C)c(S(=O)(=O)N(C)C)c1	2.9%	2.2%	0.6%[50 µM]
Cc1c(NC(=O)c2cccc(S(=O)(=O)N(C)c3ccccc3)c2)c(=O)n(-c2ccccc2)n1C	7.9%	3.0%	0.1%[50 µM]
COc1ccccc1NC(=O)COC(=O)C1=NN(c2ccccc2)C(=O)CC1	-1.1%	6.6%	-1.5%
COc1cc(NC(=O)c2ccc(S(=O)(=O)N(C)c3ccccc3OC)cc2)cc(OC)c1	8.8%	5.6%	0.9%
O=C(O)/C(=C/c1ccc(Cl)c([N+](=O)[O-])c1)c1ccc(S(=O)(=O)N2CCCCC2)s1	19.0%	15.9%	i
Cn1c(=O)c2[nH]c(C3CC3)nc2n(C)c1=O	2.8%	-0.4%	2.6%
Cc1ccccc1-c1nnc(SCC(=O)N(C)C2CCS(=O)(=O)C2)n1C (stereo not given)	-4.2%	-10.9%	1.3%[50 µM]
COc1ccc(OCC(=O)NC2CCSc3ccccc32)cc1 (stereo not given)	4.7%	-14.7%	-1.9%
CNC(=O)c1nn(C)c(=O)[nH]c1=O	2.4%	-8.0%	0.4%
COc1ccc2sc(-c3ccc(SC)cc3)c(-c3ccc(O)cc3)c2c1	8.6%	-1.6%	-0.5%
CSc1nc(N)nc2c1ncn2CC(=O)NCc1ccccc1	3.5%	-6.3%	0.3%	Dengue-2 NS5 capping pilot replicate=5.8
CCCSc1ccc([C@@H]2[C@@H]3C(=O)N(CC)C(=O)[C@@H]3[C@]3(C(=O)OC)CCCCN23)cc1	3.9%	6.6%	-1.0%
N#Cc1ccccc1S(=O)(=O)N1CCN(C(=O)CCNS(=O)(=O)c2ccc(Cl)cc2)CC1	4.0%	-3.7%	0.3%[50 µM]
COc1cc2c(cc1OC)CN(C(=O)CSc1ccccc1C)CC2	4.7%	1.5%	0.6%[50 µM]
Cc1ccc(NC(=O)CN2CCCC2c2cccn2C)cc1C (stereo not given)	-3.9%	-14.8%	-4.2%
CCOC(=O)C1C(C(=O)OC)=C(c2ccc(OC)cc2)c2ccc(OC)cc2N1S(=O)(=O)C(F)(F)F (stereo not given)	6.5%	2.3%	0.3%	Dengue-2 NS5 capping pilot replicate=0.6
C=CC(=O)N1CCCC(Nc2nc(Nc3ccc(N(C)C(=O)CC)cc3C)nc3nc[nH]c23)C1 (stereo not given)	6.3%	6.4%	-0.1%
O=C1CSC(=S)N1N=Cc1cccc2ccccc12	-2.9%	6.2%	i
CC1CCN(C(=O)c2ncn(Cc3ccccc3)c2C(=O)N2CCC(C)CC2)CC1	7.9%	-1.0%	0.4%
Cc1occc1C(=O)Nc1cccc(S(=O)(=O)N2CCOCC2)c1	1.4%	-1.5%	0.3%[50 µM]
CCOC(=O)C1CC2=C(CC(C)(C)CC2=O)N(CCOC)C1=O (stereo not given)	7.1%	-5.3%	0.2%	Dengue-2 NS5 capping pilot replicate=-5.5
O=C(c1ccc(F)cc1)c1ccc(OCC(=O)N2CCOCC2)cc1	0.1%	3.0%	0.3%[50 µM]
Cc1ccc(S(=O)(=O)NCC(=O)OCC(=O)NC2CCCCC2)cc1	5.7%	-2.9%	1.1%[50 µM]
COc1ccccc1N(CC(=O)Nc1cc(S(=O)(=O)N(C)C)ccc1C)S(=O)(=O)c1cccs1	-0.3%	1.6%	0.1%
NC(=O)C1(Nc2ccccc2)CCCC1	-2.2%	1.6%	2.0%
COc1ccc(S(=O)(=O)N2CCN(Cc3cc4c(cc3Br)OCCO4)CC2)cc1	8.5%	0.7%	0.5%[50 µM]
COc1ccccc1C=NNC(=O)C(=O)NN=Cc1ccccc1OC	-1.3%	3.1%	-1.8%
Cn1c(=O)oc2ccccc2c1=O	1.5%	-5.8%	0.8%
CC(=O)Nc1cc2c(cc1Cl)-c1ccc(F)cc1C2O (stereo not given)	-6.6%	0.0%	-1.4%
O=C1C(=Cc2ccco2)CCC1=Cc1ccco1	32.4µM*	8.8%	0.2%
COc1ccc(S(=O)(=O)N2CCN(C(=O)Cc3ccsc3)CC2)cc1	4.8%	-5.0%	0.3%[50 µM]
CC(C)N(C(=O)[C@H]1C[C@H](CC(=O)NCCc2ccccn2)C(=O)N2CCc3c([nH]c4cc(-c5ccco5)ccc34)[C@]12C)C(C)C	11.7%	-10.4%	-0.1%
CC(C)CC(=O)Nc1ccc(C(=O)COC(=O)CN2C(=O)NC3(CCCCC3C)C2=O)cc1 (stereo not given)	3.2%	-4.3%	1.9%[50 µM]
CC#Cc1cc2c(cc1O)CCC1C2CCC2(C)C(O)CCC12 (stereo not given)	-3.8%	0.0%	-2.0%
CCOC(=O)C1=C(COC(=O)c2ccc(Br)c(S(=O)(=O)N3CCOCC3)c2)NC(=O)NC1C (stereo not given)	5.8%	2.2%	0.7%[50 µM]
CC(OC(=O)c1cc2ccccc2[nH]1)C(=O)N(C)c1ccccc1 (stereo not given)	5.3%	0.7%	0.1%[50 µM]
Cc1ccc(S(=O)(=O)NCC(=O)OC(C)C(=O)NC2CCCCC2C)cc1C (stereo not given)	-0.1%	3.6%	0.9%[50 µM]
CCCCNc1c(-c2ccc(-c3ccc(OC)cc3)c(OC)c2)nc2ccccn12	0.9%	-8.8%	0.3%
COC(=O)/C=C/C1=CN(Cc2ccccc2)CCC1=O	0.6%	2.4%	1.2%
CCOc1ccc(CCN2C(=O)C(=O)N([C@@H](Cc3ccc(O)cc3)CN3CCC[C@@H]3CN3C(=O)C(=O)NC[C@@H]3Cc3ccccc3)C[C@@H]2Cc2ccccc2)cc1	5.8%	-8.5%	1.2%
O=C(/C=C/c1cccc(F)c1)Nc1cc(S(=O)(=O)N2CCOCC2)ccc1Cl	5.1%	9.7%	4.3%
CN(Cc1nc2ccccc2c(=O)[nH]1)C(=O)c1cccc(S(=O)(=O)N2CCc3ccccc32)c1	8.1%	-10.8%	-0.4%[50 µM]
CC(C)C[C@@H](CN)NC(=O)c1nc[nH]c1C(=O)N[C@@H](Cc1c[nH]c2ccccc12)C(=O)CNC[C@H](C)NC(=O)c1nc[nH]c1C(=O)N[C@@H](CC(=O)O)C(=O)O	3.0%	1.3%	0.1%
COc1ccc(CC(=O)Nc2cc(S(=O)(=O)Nc3ccc(OC)cc3)ccc2OC)cc1	3.8%	-6.6%	1.2%[50 µM]
CC(=O)NS(=O)(=O)c1ccc(NC(=O)c2ccc3c(c2)NC(=O)CS3)cc1	15.9%	-8.0%	1.5%
Cc1cccc(NC(=O)CN(C)C(=O)/C=C/c2ccccc2)c1C	-5.3%	-6.6%	-0.3%[50 µM]
CC1OC1c1ccc(-c2ccc(C3OC3C)cc2)cc1 (stereo not given)	1.7%	3.1%	-3.2%
Cc1ccc(NC(=O)COC(=O)c2nn(-c3ccc(Cl)cc3)cc2O)cc1	12.1%	3.2%	-0.8%
O=C(NNC(=O)c1n[nH]c2ccccc12)c1ccccc1	4.8%	8.7%	0.9%[50 µM]
CC(=O)C[C@H](O)CC(=O)[C@@H]1OC(=O)[C@H](C)C/C=C\Cc2ccccc21	8.8%	-4.6%	-0.1%	Dengue-2 NS5 capping pilot replicate=-3.1
O=C(COc1ccccc1F)Nc1ccc2c(c1)CCC2	-1.3%	0.0%	0.7%[50 µM]
Cc1ccc(NC(=O)CNC(=O)c2ccc(C(C)(C)C)cc2)cc1S(=O)(=O)N1CCOCC1	0.5%	-7.0%	0.2%
O=c1cc(-c2ccsc2)oc2ccccc12	10.8%	-10.8%	4.0%
C#CCOCCOCCOCCNc1nc(N2CCN(C(=O)[C@H](CCC(=O)O)n3cc(CN)nn3)CC2)nc(N2CCN(C(=O)[C@H](CCC(=O)O)n3cc([C@@H](N)[C@H](C)CC)nn3)CC2)n1	9.0%	-0.7%	0.2%	Dengue-2 NS5 capping pilot replicate=-2.7

More compounds.
SMILES	MgcRacGAP inhibition	Dengue-2 NS5 capping	UTI89 phage lysis	others
Cc1nnc(SCC2=C(C(=O)O)N3C(=O)C(NC(=O)COc4ccccc4)C3SC2)s1 (stereo not given)	27.0%	-3.6%	1.2%[50 µM]
O=C1CCCC/C=C\C[C@H](CC(=O)N(CCO)Cc2ccccc2)C(=O)NC[C@H](c2ccccc2)O1	7.8%	1.0%	0.5%
O=C1C2CCCCN2C(=O)N1CCCCN1CCN(c2cccc(C(F)(F)F)c2)CC1 (stereo not given)	2.1%	0.8%	0.7%
C=CC[C@@H](CC(=O)OC(C)(C)C)C(=O)OC[C@H]1CCCN1C(=O)[C@@H](CC=C)CC(=O)N[C@H](CO)Cc1ccccc1	5.5%	-1.6%	0.5%
O=C1NC(=NCc2ccccc2)NC1(c1ccccc1)c1ccccc1	1.1%	0.8%	1.5%
CSc1ncccc1C(=O)OCC(=O)Nc1nc(C)c(Cl)cc1Cl	8.7%	8.1%	-2.3%
CC(=O)c1cc(C)c(OCc2cn(CC(=O)c3ccc(O)cc3)nn2)c(C)c1	9.1%	-0.7%	-0.1%
COc1cc(OC)c(C(=O)Nc2cc(S(=O)(=O)N3CCOCC3)ccc2N2CCN(C)CC2)cc1OC	8.4%	-2.2%	0.3%[50 µM]
CCOC(=O)c1c(C)[nH]c(C)c1C(=O)COC(=O)Cc1n[nH]c(=O)c2ccccc12	-2.6%	-1.5%	1.0%[50 µM]
Cc1cccc(NC(=O)COC(=O)CN2CCCCCC2=O)c1C	2.7%	-1.6%	0.0%
O=C(CN1C(=O)NC(c2ccc(F)cc2)C1=O)NC1CCCCC1 (stereo not given)	3.0%	-0.8%	0.9%[50 µM]
CC(NC(C(=O)c1ccccc1)c1ccccc1)c1ccccc1 (stereo not given)	-5.7%	-14.8%	-5.2%
Cc1ccc(S(=O)(=O)N2CCN(C(=O)COC(=O)Cc3ccc(F)cc3)CC2)c(C)c1	6.2%	-2.9%	-0.4%[50 µM]
COc1ccc(CNC(=O)C(C)OC(=O)Cn2cnc3c2c(=O)n(C)c(=O)n3C)cc1 (stereo not given)	-3.2%	2.9%	0.2%[50 µM]
O=C(COc1ccc(-n2cnnn2)cc1)Nc1ccc(F)c(F)c1	-1.8%	2.7%	1.1%

Next part, starting with the last two of the part before.
SMILES	MgcRacGAP inhibition	Dengue-2 NS5 capping	UTI89 phage lysis	others
COc1ccc(CNC(=O)C(C)OC(=O)Cn2cnc3c2c(=O)n(C)c(=O)n3C)cc1 (stereo not given)	-3.2%	2.9%	0.2%[50 µM]
O=C(COc1ccc(-n2cnnn2)cc1)Nc1ccc(F)c(F)c1	-1.8%	2.7%	1.1%
O=C(O)c1ccccc1-c1ccccc1C(=O)Nc1ccc2c(c1)C(=O)c1ccccc1-2	9.6%	58.9µM*	-4.4%
Cc1nc(SCc2nc3ccc(C(=O)c4ccccc4)cc3[nH]2)c2oc3ccccc3c2n1	5.4%	-1.6%	0.0%
Cc1cc(Cl)cc(C)c1OCC(=O)NC1CCCCCC1	2.8%	-5.1%	1.2%[50 µM]
CC(NC(=O)COC(=O)c1ccc(Br)o1)c1ccccc1 (stereo not given)	2.2%	-5.8%	0.9%[50 µM]
O=C1C2C3C=CC(C3)C2C(=O)N1c1ncc([N+](=O)[O-])s1 (stereo not given)	4.1%	1.6%	-2.0%
CCCCNc1c(-c2ccc(OC)c(SC(C)CC)c2)nc2cc(C)ccn12 (stereo not given)	-1.3%	-14.4%	2.3%
COc1cc2c(cc1OC)C(=O)N1[C@H]3c4cc(C)ccc4OC[C@@H]3[C@H](c3ccccc3)[C@]1(C)C(=O)N2	10.9%	-7.9%	1.5%
CNC[C@@H]1Oc2c(NC(=O)Nc3ccc(F)cc3)cccc2C(=O)N([C@H](C)CO)C[C@@H]1C	-0.4%	-49.2%	-0.9%
COc1cc(C(c2c(NC(=O)c3ccco3)sc(C)c2C)N2CCOCC2)cc(OC)c1OC (stereo not given)	-4.7%	2.2%	-1.4%[50 µM]

Compound activity deposited in PubChem BioAssay by Southern Research Specialized Biocontainment Screening Center.
